RmlCD inh 1536: M. tuberculosis RmlC/RmlD inhibition; P9WH09+P9WH11; RmlC+RmlD coupled enzyme assay, percent inhibition; primary screen in compound mixtures; inhibition, % at 3.6 µM; 0.03% of 160,000 active; AID 1533; in the data active means inhibition mostly above about 34%, no sharp cut-off; inconclusive means no clear call, values can overlap the other calls; inactive means mostly below about 22%; further: some results filed as inactive read as strong as hits
Target sequence (P9WH09 whole entry, looked up): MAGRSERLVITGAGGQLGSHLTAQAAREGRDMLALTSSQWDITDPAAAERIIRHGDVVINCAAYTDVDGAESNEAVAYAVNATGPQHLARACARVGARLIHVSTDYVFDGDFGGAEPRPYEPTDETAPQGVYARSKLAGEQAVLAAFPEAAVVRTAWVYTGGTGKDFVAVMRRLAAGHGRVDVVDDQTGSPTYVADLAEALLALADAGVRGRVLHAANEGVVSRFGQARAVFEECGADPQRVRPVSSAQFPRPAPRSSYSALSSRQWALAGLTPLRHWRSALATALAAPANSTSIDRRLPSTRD
Target sequence (P9WH11 whole entry, looked up): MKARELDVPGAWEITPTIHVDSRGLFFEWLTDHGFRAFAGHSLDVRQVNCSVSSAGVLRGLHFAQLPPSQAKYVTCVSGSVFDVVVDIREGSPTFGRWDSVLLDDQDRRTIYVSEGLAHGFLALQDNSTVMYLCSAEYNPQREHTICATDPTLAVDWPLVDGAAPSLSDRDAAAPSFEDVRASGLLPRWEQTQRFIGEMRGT
GlmU inhibition: inhibition of mycobacterial GlmU enzyme – biochemical, glucosamine-1-phosphate acetyltransferase (AID 1376); M. tuberculosis GlmU acetyltransferase enzyme assay; higher % means a stronger effect; inhibition, %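 (tested at 30 µM in the primary screen)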, or IC50 in µM where a hit was titrated; 0.25% of 220,000 active; in the data active means inhibition above about 13%; inconclusive means no clear call, values can overlap the other calls;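 further: 0% = complete reaction with vehicle and 100% = reaction without substrate; strong numbers were not always called active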
The depositor's hits bear a star; u = inconclusive; x = not tested or not shown.

Each structure is followed by: RmlCD inh 1536 | GlmU inhibition
> Cc1nn(C)c(Cl)c1S(=O)(=O)N1CCC(CO)(CCc2ccccc2)CC1
    -5.9 | 0.4%
> COc1ccc2c(=O)c(-c3nc(C)cs3)coc2c1
    -5.2 | 3.4%
> CC(NC(=O)COC(=O)/C(=C/c1cccs1)c1cccs1)c1ccccc1 (stereo unspecified)
    0.7 | 1.4%
> CCCCCCNc1c(C(=O)OCC)c(=O)[nH]c2ccccc12
    -0.6 | -0.7%
> CCCCNC(=O)CSc1nc(N)c(C(=O)Nc2ccc(OC)cc2)s1
    2.5 | -0.2%
> CCOc1ccc(Nc2nc(Nc3ccc(O)cc3)nc(C)c2[N+](=O)[O-])cc1
    -0.6 | -4.7%
> CCOC(=O)c1[nH]c2cc(OC)c(OC)cc2c1NC(=O)CN1CCN(C)CC1
    -5.4 | 2.0%
> CCn1cc(C(=O)NCc2ccco2)c2cc(OC)c(OC)cc2c1=O
    -7.8 | 3.0%
> Cc1cccc(/C=C2\CCC(C3CCCC3)C2=O)c1 (stereo unspecified)
    4.3 | 2.6%
> O=C(O)c1cc(N2C(=O)C3C4C=CC(C4)C3C2=O)ccc1NCc1cccnc1 (stereo unspecified)
    x | -3.0%
> COc1ccc(CC2(CO)CCN(Cc3cccnc3)CC2)cc1
    4.4 | -3.0%
> O=C1CN(C(=O)c2ccc(Br)o2)C(c2ccccc2)c2cc(Cl)ccc2N1 (stereo unspecified)
    0.9 | 5.5%
> Nc1nc(C2CC(=O)OC23CCCCC3)cs1 (stereo unspecified)
    x | 0.7%
> CCCCCC(=O)Nc1cccc(C2=NOC3(C2)C[C@@H](C(N)=O)N(C(=O)Cc2ccc([N+](=O)[O-])cc2)C3)c1 (stereo partly specified)
    1.7 | 0.3%
> COC(=O)c1ccccc1NC(=O)CSc1nnnn1C
    x | 5.7%
> CCOC(=O)c1ccc2cccc(C)n2c1=O
    80.8 | -3.6%
> Cc1ccc(SCC(=O)NCc2ccco2)cc1
    -0.2 | -1.0%
> Cc1ccccc1C(=O)OC(C)CN1CCN(C)CC1 (stereo unspecified)
    3.7 | 3.6%
> Cn1/c(=N\NC(=O)C2CCCCC2)sc2ccccc21
    x | -5.0%
> O=S(=O)(Nc1cnc2ccccc2c1)N1CCCCCC1
    x | 6.0%
> O=C(NNS(=O)(=O)c1ccc2ccccc2c1)c1cccs1
    3.0 | -4.4%
> CS(=O)(=O)N(CC(=O)Nc1ccc(S(=O)(=O)N2CCOCC2)cc1)c1ccccc1Br
    5.5 | 3.5%
> CCN1CCCC1CNC(=O)c1ccc(N2CCOCC2)c(NS(=O)(=O)c2ccc(OC)cc2)c1 (stereo unspecified)
    2.5 | 6.7%
> COc1cnn(Cc2ccccc2)c(=O)c1SCc1ccccc1
    6.6 | 4.5%
> CCOC(=O)c1nnn(-c2nonc2OC)c1-c1ccccc1
    x | 3.8%
> COc1ccc(C(=O)n2nc(-c3ccco3)nc2N)cc1
    x | 1.4%
> CC(C)Oc1ccc(CNCCC2(C(C)C)CCOC(C)(C)C2)cc1 (stereo unspecified)
    -8.0 | 1.0%
> O=C(COc1ccc(Cl)cc1)NNC(=O)c1cccnc1
    12.3 | 3.2%
> Cc1cccc(-c2nnc(SCCOc3ccc4c(C)cc(=O)oc4c3)o2)c1
    -5.6 | -3.2%
> Cc1nn(C)cc1C1C(C#N)=C(N)N(c2ccc(F)c([N+](=O)[O-])c2)C2=C1C(=O)CCC2 (stereo unspecified)
    -6.3 | -2.3%
> Cc1nnc2n(-c3ccccc3)c(=O)c3c4c(sc3n12)COC(C)(C)C4
    -8.0 | 0.2%
> CC(C)CCNC(=O)c1ccc2c(c1)ncn2C1CCCCC1
    44.0 | -0.1%
> COc1ccc(-c2nnc3ccc(SCC(=O)Nc4cc(C)on4)nn23)cc1OC
    -11.4 | -2.5%
> Oc1cc(O)c2c(c1)O[C@H](c1ccc(O)c(O)c1)[C@@H](O)C2
    x | -1.6%
> CC1CCC(C(=O)NC(C(=O)NCCCN2CCOCC2)C(C)C)CC1 (stereo unspecified)
    -1.4 | 2.7%
> CCN(CC)S(=O)(=O)c1ccc(C(=O)NNC(=O)c2cccs2)cc1
    7.3 | 1.0%
> COc1ccc(OC)c(C2CC(=O)N3CN(c4cccc(Cl)c4)CSC3=C2C#N)c1 (stereo unspecified)
    4.9 | -3.7%
> Cc1ccc(S(=O)(=O)N2CCCOC2CNC(=O)C(=O)NCc2cccs2)cc1 (stereo unspecified)
    -10.9 | -0.1%
> O=C1c2cccnc2C(O)N1Cc1ccccc1 (stereo unspecified)
    3.2 | 3.3%
> Cc1cc(C(=O)Nc2cccc([N+](=O)[O-])c2)c(C)o1
    -10.5 | 2.5%
> CCCN1C(=O)c2cc(C(=O)NC3CCCC3)ccc2C1O (stereo unspecified)
    x | 2.5%
> CCCCN1C(N)=NC[C@@H]1Cc1ccc(O)cc1
    x | 0.8%
> Cc1c(NC(=S)/C=C2\N(C)c3ccccc3C2(C)C)c(=O)n(-c2ccccc2)n1C
    -9.1 | 3.3%
> CN(Cc1ccccc1)c1nc2c(c(=O)[nH]c(=O)n2C)n1CCCc1ccccc1
    4.2 | -3.2%
> Cc1ccc(S(=O)(=O)/N=C(/Nc2ccc3[nH]c(=O)[nH]c3c2)c2ccccc2)cc1
    -9.5 | 3.1%

Exported as labelled records: four of the compounds above.
> O=C(COc1ccc(Cl)cc1)NNC(=O)c1cccnc1
  RmlCD inh 1536: 12.3 | GlmU inhibition: 3.2%
> Cc1c(NC(=S)/C=C2\N(C)c3ccccc3C2(C)C)c(=O)n(-c2ccccc2)n1C
  RmlCD inh 1536: -9.1 | GlmU inhibition: 3.3%
> CC(C)CCNC(=O)c1ccc2c(c1)ncn2C1CCCCC1
  RmlCD inh 1536: 44.0 | GlmU inhibition: -0.1%
> Cc1ccc(SCC(=O)NCc2ccco2)cc1
  RmlCD inh 1536: -0.2 | GlmU inhibition: -1.0%

Compound profiles (already shown). Order of screens: RmlCD inh 1536 | GlmU inhibition
Profile of COC(=O)c1ccccc1NC(=O)CSc1nnnn1C = x | 5.7%
Profile of CCn1cc(C(=O)NCc2ccco2)c2cc(OC)c(OC)cc2c1=O = -7.8 | 3.0%
Profile of CCOC(=O)c1nnn(-c2nonc2OC)c1-c1ccccc1 = x | 3.8%
Profile of CCN(CC)S(=O)(=O)c1ccc(C(=O)NNC(=O)c2cccs2)cc1 = 7.3 | 1.0%

(further entries)
Each structure is followed by: RmlCD inh 1536 | GlmU inhibition
> CC(C)CNS(=O)(=O)c1ccccc1C(=O)N1CCCCC1
    -0.5 | -1.0%
> O=C(Nc1ccc(Cc2ccc(NC(=O)N3CCOCC3)cc2)cc1)N1CCOCC1
    -3.0 | -0.6%
> Cc1cccc(C)c1-n1c(C)cc(/C=N\Nc2ccc([N+](=O)[O-])cn2)c1C
    -1.9 | -1.5%
> CN(C)CCNC(=O)c1ccc(COCC(F)(F)F)cc1
    -7.4 | 1.7%
> CCOC(=O)C(Cc1ccc(NC(=O)/C(=C/c2ccccc2)NC(=O)c2ccccc2)cc1)N1C(=O)c2ccccc2C1=O (stereo unspecified)
    29.1 | 3.9%
> COCC(=O)Nc1cc(OC)ccc1OC
    7.4 | -4.7%
> Cn1nc(C(F)(F)F)c(-c2ccc(F)cc2)c1NC(=O)c1ccco1
    -10.8 | 3.0%
> COc1cc(NS(=O)(=O)c2ccc(OC)c(OC)c2)cc(OC)c1
    17.5 | 0.3%
> [O-][n+]1onc2c1CCc1[nH]c(-c3ccccc3)nc1-2
    -1.5 | 8.4%
> CN(C)c1ccc(C(CNS(=O)(=O)c2ccc(F)cc2)c2c[nH]c3ccccc23)cc1 (stereo unspecified)
    4.0 | 0.5%
> Cc1ccc(C(=O)Oc2ccc([N+](=O)[O-])cc2)cc1S(=O)(=O)N1CCCCCC1
    x | 2.1%
> CCCCOc1ccc(C(=O)N/C(=C/C=C/c2ccccc2)C(=O)NCCO)cc1
    -9.8 | 4.2%
> c1ccc(-c2cc(N3CCCCC3)nc(-c3ccccc3)n2)cc1
    x | 4.1%
> CCOc1cc(N2CCOCC2)c(OCC)cc1NC(=O)COc1ccccc1[N+](=O)[O-]
    -15.2 | -2.5%
> Cc1ccc(NC(=O)CN2CCN(c3ccccn3)CC2)cc1S(=O)(=O)N(C)C
    10.1 | -1.4%

More compounds.
structure	RmlCD inh 1536	GlmU inhibition
CN1CCc2c(OCC(=O)N3CCCc4ccccc43)cccc2C1=O	-13.7	1.7%
CC1CC(C)(C)N(C(=O)CN2C(=O)c3ccccc3C2=O)c2ccccc21 (stereo unspecified)	x	1.7%
Cc1nc(-c2ccc(S(=O)(=O)NCc3cccnc3)s2)cs1	11.6	-6.1%
O=C(CC1CCCCC1)N1CCC(c2nc(-c3ccc(S(=O)(=O)N4CCCC4)cc3)no2)CC1	-12.1	-2.1%
O=C(N/N=C/C=C/c1ccco1)c1cnccn1	8.7	-1.9%
N=c1ccn(Cc2ccc(Cl)cc2Cl)cc1	x	-13.8%
O=C(COc1ccc(S(=O)(=O)N2CCCC2)cc1Cl)Nc1ccc2c(c1)OCO2	x	0.8%
CC(c1ccco1)N(C(=O)c1ccccc1NS(=O)(=O)c1cccc([N+](=O)[O-])c1)c1ccccn1 (stereo unspecified)	-5.8	-5.3%
Cc1ccc(-c2cc(C(=O)Nc3sc4c(c3C(=O)NCc3ccco3)CCC4)[nH]n2)c(O)c1	17.3	4.5%
CCOc1nc(-c2ccc(OC)cc2)ccc1-c1noc(-c2cc(OC)c(OC)c(OC)c2)n1	7.0	0.1%
Cc1cccc(NC(=O)Cn2cnc3ccccc3c2=O)c1C	11.7	-2.0%
NS(=O)(=O)c1cccc(NC(=O)Cn2cnc3ccccc3c2=O)c1	x	0.8%
CC(C)CNC(=O)COC(=O)CCC(=O)c1ccc(Cl)cc1	-8.9	-5.6%
COc1cc(Cl)c(S(=O)(=O)N2CCN(Cc3ccc4c(c3)OCO4)CC2)cc1Cl	8.3	1.6%
O=C(C[n+]1ccc2ccccc2c1)Nc1cc(C(F)(F)F)ccc1Cl	u	-10.8%
Cc1ccc(C)c(NC(=S)NCC(c2cccnc2)N2CCOCC2)c1 (stereo unspecified)	18.2	-1.1%
Cc1sc(C(=O)Nc2ccc3ccccc3c2)cc1CC(=O)O	-10.1	4.0%
Cc1ccccc1NC(=O)CC1S/C(=N/c2nccs2)N(C)C1=O (stereo unspecified)	13.0	-4.0%
CN1CCN(CCC(=O)Nc2ccc(C3CCCC3)cc2)CC1	15.2	-4.7%
O=C(OCC#CCSc1nnc(-c2ccccc2)o1)c1cc2ccccc2o1	x	4.0%
Cc1cc(CCC(=O)O)c(C)cc1CCC(=O)O	x	3.9%
COc1ccc(/C=C\C(=O)c2c(O)ccc3c(C)cc(=O)oc23)cc1	5.3	1.6%
CC(C)(C)NC(=O)c1ccc2c(c1)N(CC(=O)N1CCN(c3ccccc3F)CC1)C(=O)C(C)(C)O2	x	-1.7%
COC(=O)c1[nH]c2cccc(OC)c2c1NC(=O)CN1CC2(C)CC1CC(C)(C)C2 (stereo unspecified)	x	0.1%
CCSC(=O)CCCCCCCCCCCO	x	-6.3%
O=C(CSc1nc2ccccc2[nH]1)c1ccco1	x	1.7%
CC(=O)Nc1ccc(C(=O)CSc2nnc(Cc3ccccc3)o2)cc1	-5.7	3.2%
Cc1ccc(SCCC(=O)N/N=C/c2cccnc2)cc1	3.6	5.9%
N/C(=N\c1nc2ccccc2o1)NC(=O)c1ccc(Cl)cc1	29.7	0.9%
COc1ccc(-c2noc(CN(C(=O)c3cccs3)C(C)C)n2)cc1	x	-1.5%
COC(=O)c1c(NC(=O)CSc2nc3ccccc3c(=O)n2-c2ccccc2)sc(C)c1C	5.9	1.9%
NC(=O)CSc1nc2c(c(=O)n1-c1ccccc1)C1(CCCCC1)Cc1ccccc1-2	x	6.1%
CC(C)C(C(=O)NCc1ccco1)N(CC1CCCO1)C(=O)CNS(=O)(=O)c1ccccc1 (stereo unspecified)	-8.2	6.6%
C=CC(c1ccccc1)C(C(=O)c1ccccc1)N(C)C (stereo unspecified)	7.3	-3.9%
CC(O)c1nc2c(c(=O)n(C)c(=O)n2C)n1C (stereo unspecified)	6.1	-1.4%
O=c1cc(-c2ccc(F)cc2)[nH][nH]1	-9.3	0.5%
Cc1cccc(-c2n[nH]c(=S)n2Cc2ccccc2)c1	3.8	-1.6%
O=C(NCc1cc(C(F)(F)F)cc(C(F)(F)F)c1)C1CC(c2ccccc2F)=NO1 (stereo unspecified)	x	-1.9%
COc1ccc(CCNC(=O)CN(CCc2ccccc2)S(C)(=O)=O)cc1OC	-12.1	2.5%
O=c1[nH]c(-c2cccnc2)nc2sc(-c3ccccc3)cc12	-11.2	7.6%
COc1cc2c(cc1OC)C(C)N(C(=O)c1cccc([N+](=O)[O-])c1)CC2 (stereo unspecified)	17.7	-4.7%
O=C1OCC(CO)(CO)N=C1NNc1ccccc1[N+](=O)[O-]	3.7	3.1%
CN(C)c1nc(N)nc(CSc2nnnn2-c2cccc3ccccc23)n1	6.5	2.1%
CC1Cc2ccccc2N1C(=O)COC(=O)Cn1cnc2ccccc2c1=O (stereo unspecified)	x	3.8%
CCOc1ccccc1NC(=O)c1ccccc1-c1nc(-c2ccccc2OC)no1	x	0.5%
O=C1c2ccccc2C(=O)N1Cc1nc2ccccc2c(=O)n1-c1cccnc1	8.1	-0.1%
Cc1cc(C)c2[nH]c(O)c(N=NC3=NC(=O)CS3)c2c1	-4.5	5.8%
Cc1c(Br)c([N+](=O)[O-])nn1CCCC(=O)N1CCN(c2ccccc2)CC1	-5.8	0.6%
CCCN1Cc2cccc(C(=O)N3CCN(c4ccc(OC)cc4)CC3)c2C1=O	1.6	7.5%

These rows are one share of the data; count on the stated rates, not on these rows.
